P. falciparum M17LAP: P. falciparum M17LAP inhibitors, primary screen, biochemical, fluorogenic H-Leu-NHMec substrate, 1536-well (AID 1619); Leucine aminopeptidase (Plasmodium falciparum (isolate 3D7)); recombinant M17LAP, H-Leu-NHMec fluorogenic kinetic assay; higher % means a stronger effect; one-dose inhibition, % at 30 µM; IC50 in µM for titrated hits; 220,000 compounds, 0.38% hits;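 active = compound inhibiting the enzyme by more than half at any dose during confirmatory dose-response retesting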;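 also: plate controls were full reaction with DMSO carrier for no effect and no enzyme background for full effect; strong numbers were not always called active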
SIAH1 antagonists: Siah-1 peptide-binding antagonists, primary screen, biochemical, fluorescence polarization, rhodamine-plectin, uHTS (AID 1817) | Siah-1 / rhodamine-plectin peptide fluorescence polarization; higher % means a stronger effect | 290,000 compounds, 0.02% hits | one-dose displacement, % at 20 µM; IC50 in µM for titrated hits;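 active = displacement of at least 50% at 20 µM, with a fluorescence ratio check between 0.3 and a set limit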;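 also: plate controls were Siah plus tracer with DMSO for no effect and tracer alone without Siah for full effect; strong numbers were not always called active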
West Nile virus CPE: West Nile virus antiviral activity, cell-based, CPE readout (AID 1621); West Nile virus-infected cells, CPE inhibition; higher % means a stronger effect; CPE inhibition, % at 10 µM; hits with a dose series show IC50 in µM; 290,000 compounds, 0.02% hits; in the data active = a potency from the dose series; also: strong numbers were not always called active
PhoP inhibition: inhibitors of PhoP regulon expression, primary screen, Salmonella Typhimurium, GFP reporter (AID 1863). inhibition, % at 50 µM, or IC50 in µM where a hit was titrated. 300,000 compounds, 0.16% hits. S. Typhimurium PhoP-regulated promoter GFP reporter, 4 h; higher % means a stronger effect;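 active = inhibition over 29.93%, a cutoff 3 SD above the screen mean, later confirmed by dose response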;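 also: 0% = low Mg2+ inducing control and 100% = high Mg2+ repressing control; strong numbers were not always called active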
PMI inhibition: human PMI inhibitors, high substrate, primary screen, biochemical, fluorescence intensity, high mannose 6-phosphate (AID 1220); inhibition, % at 20 µM, or IC50 in µM where a hit was titrated; 190,000 compounds, 0.66% hits; recombinant PMI enzyme, coupled fluorescence intensity; higher % means a stronger effect; Mannose-6-phosphate isomerase (Homo sapiens); in the data active = inhibition above about 50%
P. falciparum M1AAP: P. falciparum M1AAP inhibitors, biochemical, fluorogenic H-Leu-NHMec substrate, 1536-well (AID 1445); Aminopeptidase N (Plasmodium falciparum (isolate 3D7)); recombinant M1AAP, H-Leu-NHMec fluorogenic kinetic assay; higher % means a stronger effect; inhibition, % at 30 µM; hits with a dose series show IC50 in µM; 220,000 compounds, 0.42% hits;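 active = primary inhibition above the hit cutoff, then over 50% inhibition at one or more dose response concentrations, cut at about 23% in these data, passing the limit was not always enough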;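 also: plate controls were DMSO full reaction for no effect and no enzyme background for full effect; strong numbers were not always called active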
Yfh1-depleted yeast: enhancers of respiration in Yfh1-depleted yeast, dose response, Friedreich's ataxia, plus single-dose screen (AID 1465); 220,000 compounds, 0.074% hits; S. cerevisiae Yfh1-off respiration, WST-1 reduction, 72 h; higher fold induction means a stronger effect; fold induction at 50 µM; hits with a dose series show EC50 in µM;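 active = fold induction of absorbance versus untreated yeast above a set limit, then at least 30% activation at any dose in follow-up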;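 also: activators that raise dye reduction in frataxin-depleted yeast; strong numbers were not always called active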
XIAP antagonists: XIAP antagonists, biochemical, IAP family, fluorescence polarization (AID 1018); XIAP BIR domain, fluorescence polarization peptide displacement; higher % means a stronger effect; displacement, % at 20 µM, or IC50 in µM where a hit was titrated; 200,000 compounds, 0.007% hits; in the data active = displacement above about 50%; also: a part of the inactive calls stands beside numbers as strong as those of hits
ER stress rescue: rescue of cells from ER stress-induced death, primary screen, 384-well, CSM14.1, thapsigargin, ATP luminescence (AID 1222); 190,000 tested, under 10 active; CSM14.1 thapsigargin-induced death rescue, ATP luminescence; higher % means a stronger effect; one-dose cellular ATP content (survival), % at 20 µM; EC50 in µM for titrated hits;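 active = EC50 below 50 µM in the dose-response confirmation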;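 also: death triggered by thapsigargin at about 15 µM added after 2 h compound pretreatment; cell ATP read after overnight thapsigargin exposure of roughly 18 to 22 hours; normalized against plate controls of thapsigargin alone and 5% DMSO vehicle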
* = called active by the depositor; i = inactive; / = no result given.

Order of results – P. falciparum M17LAP	SIAH1 antagonists	West Nile virus CPE	PhoP inhibition	PMI inhibition	P. falciparum M1AAP	Yfh1-depleted yeast	XIAP antagonists	ER stress rescue
CCN(CC)CCNC(=O)c1ccc(Sc2ccc(Cl)cc2)c(NC(C)=O)c1
 : -1%	-1%	0.6%	-11%	-15%	2%	i	-6.4%	-12%
CC(C)Cc1nc(Cl)c(C#N)c2c1CCC2
 : -4%	2%	-0.1%	-1%	/	1%	i	/	/
C=CCNC(=O)c1cc2sccc2n1C
 : 10%	0%	0.2%	-1%	/	9%	i	/	/
CCNC(=S)NNC(=O)CC(C)C
 : 10%	2%	0.7%	-7%	-4%	3%	i	-2.9%	-1.9%
CC(=O)NS(=O)(=O)c1ccc(NC(=O)c2cc(-c3ccc(C)cc3)nc3ccccc23)cc1
 : 14µM*	-1%	0.2%	12%	-4%	3%	i	-1.6%	-2.0%
Cc1cc(C)nc(CC(N)=O)n1
 : 0%	3%	0.5%	-4%	7%	1%	i	-5.1%	-1.5%
COc1ccc(/C=N/NC(=O)CCSc2nc3ccccc3s2)cc1OC
 : 8%	-1%	-0.2%	0%	13%	-5%	i	-6.1%	-1.6%
Cc1ccc(Nc2nc(OC(C(F)(F)F)C(F)(F)F)nc(N3CCOCC3)n2)cc1
 : -8%	2%	-0.2%	-4%	-3%	-4%	i	-1.3%	3.6%
Cc1cccc(C2N=C(N)Nc3nc4ccccc4n32)c1 (stereo unspecified)
 : 14%	7%	0.1%	-2%	/	6%	i	/	/
COc1ccc(OC)c(C2C(C(=O)c3cccs3)=C(O)C(=O)N2CCN(C)C)c1 (stereo unspecified)
 : 19%	2%	0.0%	-2%	-33%	1%	i	-1.1%	-1.9%
CCc1ccc(NC(=O)CCNS(=O)(=O)c2cccc3nsnc23)cc1
 : 3%	8%	-0.5%	14%	5%	-13%	i	-17%	-3.2%
Cc1ccc(O)c(NC(=O)COc2cc(C)ccc2C)c1
 : 1%	-3%	-0.3%	25%	-8%	-4%	i	-2.4%	1.5%
CCO/C([O-])=N/c1sn[n+](C)c1C
 : 16%	0%	0.2%	-8%	/	-1%	i	/	/
COC(=O)CC1C(=O)NCCN1C(=S)Nc1ccccc1Cl (stereo unspecified)
 : 0%	2%	-1.4%	-5%	6%	5%	i	0.0%	1.2%
O=C(c1cc2ccccc2o1)c1cccs1
 : 11%	0%	0.3%	18%	2%	4%	i	-5.3%	-2.3%
Cc1ccc(S(=O)(=O)N2CCOCC2)cc1NC(=O)CN1CCC(Cc2ccccc2)CC1
 : 1%	9%	-1.5%	-3%	11%	6%	i	-2.2%	-0.4%
O=C(Nc1nc2ccccc2[nH]1)c1ccccc1[N+](=O)[O-]
 : 19%	1%	-0.2%	1%	12%	-3%	i	-1.4%	-1.4%
CCCCNC(NCCCC)=C(S(=O)(=O)CC)S(=O)(=O)CC
 : -7%	-1%	-0.4%	-1%	-9%	-1%	i	-4.7%	-2.1%
Cc1ccc(-c2cc(C(=O)N(C)Cc3cnn(C)c3C)c3cc(Br)ccc3n2)cc1
 : -5%	6%	12%	0%	5%	5%	i	5.4%	-1.3%
COc1ccccc1C(=O)O/N=C1/CCCc2c1ccc(OC)c2[N+](=O)[O-]
 : 0%	2%	-0.1%	4%	-31%	3%	i	-2.1%	2.8%
CS(=O)(=O)N(CC(=O)N1CCN(c2ccccc2)CC1)c1cc(C(F)(F)F)ccc1Cl
 : -10%	-3%	-0.7%	1%	-5%	3%	i	-3.2%	2.9%
CN(C)c1ccc(/C=C(\C#N)C(=O)c2ccccc2)cc1
 : 3%	6%	-0.7%	-3%	/	4%	i	/	/
COc1ccc(C2=NC(=O)NC2c2ccc(OC)cc2)cc1 (stereo unspecified)
 : 15%	6%	0.0%	-3%	/	1%	i	/	/
CSc1nnc([C@@H](NC(=O)OC(C)(C)C)C(C)C)o1
 : 2%	-1%	0.5%	-1%	10%	5%	i	-5.0%	0.4%
COC(=O)c1ccc2[nH]c(C)cc(=O)c2c1
 : -7%	-1%	-0.1%	-2%	8%	11%	i	0.3%	-0.4%
CCOC(=O)c1c(C)[nH]c(C)c1C(=O)CSc1nc2ccccc2c(=O)n1-c1ccc(Cl)cc1
 : 7%	-1%	1.1%	23%	8%	0%	i	-12%	-0.2%
C#CCNC(=O)C1=C[C@@H](c2csc3ccccc23)C[C@@H](OCc2ccc(CO)cc2)O1
 : -1%	8%	0.1%	-4%	7%	0%	i	0.6%	6.8%
COc1ccccc1NS(=O)(=O)c1cc(N2Cc3ccccc3C2=N)ccc1N1CCOCC1
 : -10%	3%	-0.9%	-4%	2%	-10%	i	-4.8%	-0.7%
CCOC(=O)C1(Cc2ccc(OC)cc2)CCN(C(=O)CCN2CCCC2=O)CC1
 : -6%	4%	-0.3%	1%	-8%	-5%	i	-7.6%	0.1%
CC(=O)c1cccc(NC(=O)NNC(=O)c2ccc(Cl)cc2Cl)c1
 : 5%	3%	-0.7%	-6%	2%	5%	i	-2.7%	-0.2%

More structures
Order of results – P. falciparum M17LAP	SIAH1 antagonists	West Nile virus CPE	PhoP inhibition	PMI inhibition	P. falciparum M1AAP	Yfh1-depleted yeast	XIAP antagonists	ER stress rescue
O=C(COC(=O)C1CCN(S(=O)(=O)c2cccs2)CC1)c1ccc2c(c1)OCCO2
 : -6%	4%	0.2%	-15%	15%	9%	i	-2.1%	5.5%
CSc1nn(-c2ccc(C(=O)OC(C(=O)NC(N)=O)C(C)C)cc2)c(=S)s1 (stereo unspecified)
 : 5%	0%	0.4%	-2%	8%	1%	i	-9.1%	-2.2%
Clc1ccc2oc(-c3cccnc3)nc2c1
 : -3%	1%	-0.1%	9%	3%	1%	i	-2.0%	0.6%
O=C(C1=NN[C@@H]2C(=O)N(c3cccc(F)c3)C(=O)[C@H]12)C(c1ccccc1)c1ccccc1
 : -1%	5%	0.2%	12%	2%	11%	i	-2.7%	-1.1%
CCOC(=O)/C(C#N)=C/c1cn(CCC(=O)O)nc1-c1ccc(F)cc1
 : 34%	-3%	0.3%	8%	3%	4%	i	-4.2%	1.3%
O=C(OCCN1C(=O)c2ccccc2C1=O)c1cc2ccccc2o1
 : -9%	-2%	-0.2%	21%	15%	-1%	i	-5.4%	-0.1%
O=c1c2cn[nH]c2nc(SCc2ccc3c(c2)OCCO3)n1-c1ccccc1
 : 7%	0%	0.3%	1%	10%	-14%	i	-6.6%	1.2%
c1ccn2c(SCc3ccc4c(c3)OCCO4)nnc2c1
 : /	-1%	1.0%	/	6%	/	i	-4.1%	-2.6%
Cc1ccc(NC(=S)NC2CC3CCCC(C2)N3Cc2cccs2)cc1 (stereo unspecified)
 : -8%	0%	-0.7%	-2%	-1%	3%	i	-3.2%	1.2%
OCCC1CN(Cc2nc(-c3ccc(F)cc3)cs2)CCN1CCc1ccccc1 (stereo unspecified)
 : 0%	-2%	-1.6%	13%	13%	-1%	i	-4.1%	0.4%
COC(=O)c1ccsc1-n1cc(C#N)c(=O)n(C)c1=O
 : -5%	10%	-0.1%	0%	-11%	8%	i	1.9%	/
COc1ccc(N(C)C(=O)Cc2c(C(=O)O)[nH]c3ccccc23)cc1
 : 5%	-2%	0.3%	-6%	4%	3%	i	-3.7%	-11%
FC(F)(F)c1cc(-c2ccc(Cl)cc2)nc2ncnn12
 : -11%	-3%	-0.1%	11%	-4%	0%	i	-5.8%	-3.6%
COC(=O)c1ccc(C(C(=O)NC2CCCCC2)N(Cc2ccccc2)C(=O)Cc2cccs2)cc1 (stereo unspecified)
 : 4%	3%	-0.6%	-6%	9%	11%	i	-2.6%	-2.1%
O=C(c1ccccc1)c1cccc(NC(=O)c2ccco2)c1
 : -1%	0%	0.0%	10%	16%	4%	i	-2.4%	2.0%
CC(=O)c1cccc(NC(=O)c2ccc3c(=O)n4c(nc3c2)CCCCC4)c1
 : -5%	0%	-0.4%	5%	-12%	-2%	i	-6.9%	-1.2%
Cc1nc(SCC(=O)Nc2ccc(OCc3ccccc3)cc2)n[nH]1
 : -4%	1%	-0.6%	-5%	-11%	0%	i	-8.3%	1.1%
OCCNc1nc(-c2ccccc2)c2cc(Cl)ccc2n1
 : -52%	-5%	-1.1%	6%	-3%	5%	i	-1.0%	2.0%
COC(=O)c1ccc(NC(=O)C2CCCO2)cc1 (stereo unspecified)
 : -3%	-2%	-0.4%	17%	-1%	4%	i	-7.4%	-0.5%
CCN1CCN(C(=S)c2ccc([N+](=O)[O-])cc2)CC1
 : 0%	-2%	-0.2%	17%	7%	9%	i	1.7%	-0.1%
CN(C)C(=O)N1CCN(C(=O)N2CCOCC2)CC1
 : -17%	-2%	0.4%	-4%	5%	2%	i	-8.4%	-1.2%
CCOC(=O)C1CCN(C(=O)/C=C/c2ccccc2OC)CC1
 : 2%	2%	-0.5%	-7%	2%	8%	i	-3.6%	2.9%
Cc1ccc(/C=C(\CCC(=O)O)c2nc3ccccc3s2)cc1[N+](=O)[O-]
 : 35%	4%	0.9%	-4%	11%	16%	i	-0.5%	2.9%
Oc1c(Br)cc(Cl)cc1C=Nc1ccccc1Br
 : -1%	0%	0.8%	-2%	-9%	6%	i	-6.9%	4.7%
CCN(C(=O)CSc1ncn[nH]1)c1cccc2ccccc12
 : 9%	1%	0.5%	-1%	4%	-7%	i	-3.7%	/
COc1cccc(NC(=O)C2C3C=CC(O3)C2C(=O)NCc2cccnc2)c1 (stereo unspecified)
 : 13%	-1%	0.7%	-5%	19%	7%	i	-6.7%	-3.3%
CCN=C1S/C(=C\c2sccc2C)C(=O)N1CC
 : 0%	3%	0.0%	-10%	-3%	8%	i	-5.6%	2.5%
CC1(c2ccccc2)NC(=O)N(NC(=O)CSc2n[nH]c(N)n2)C1=O (stereo unspecified)
 : -15%	1%	1.5%	-1%	/	2%	i	/	/
CC(=O)Nc1ccc(NC(=O)COc2ccccc2C(=O)Nc2cccc(Cl)c2Cl)cc1
 : -4%	11%	-0.7%	-20%	8%	19%	i	-6.1%	0.0%
NC(=O)C1CCN(C(=O)CN2CCCc3ccccc32)CC1
 : 7%	-2%	-0.1%	-1%	-100%	5%	i	0.5%	-0.3%
Cc1cccc2sc(N(CCN(C)C)C(=O)/C=C/c3cccs3)nc12
 : -5%	2%	-0.8%	-10%	-4%	1%	i	-8.6%	-1.6%
Cc1nnc(SCC(=O)Nc2nccs2)[nH]c1=O
 : 12%	4%	0.3%	-5%	6%	3%	i	-2.1%	1.6%

No new results follow: an excerpt of the list.
Order of results – P. falciparum M17LAP	SIAH1 antagonists	West Nile virus CPE	PhoP inhibition	PMI inhibition	P. falciparum M1AAP	Yfh1-depleted yeast	XIAP antagonists	ER stress rescue
O=C(COC(=O)C1CCN(S(=O)(=O)c2cccs2)CC1)c1ccc2c(c1)OCCO2
 : -6%	4%	0.2%	-15%	15%	9%	i	-2.1%	5.5%
CSc1nn(-c2ccc(C(=O)OC(C(=O)NC(N)=O)C(C)C)cc2)c(=S)s1 (stereo unspecified)
 : 5%	0%	0.4%	-2%	8%	1%	i	-9.1%	-2.2%
